Bioassay records deposited in PubChem by National Center for Advancing Translational Sciences (NCATS).
KB-3-1 tox – qHTS assay for MDR1-selective chemotherapeutics: Primary screen using the parental adenocarcinoma cell KB-3-1. KB-3-1 viability, CellTiter-Glo ATP luminescence, 72 h. AID 1347075, 2019. Potency, µM (highest dose often 46.1 µM), without a hit: top-dose activity change, negative = cytotoxic, most hits filed as cytotoxic. actives 1.4% (n = 400,000); note: potency is the fitted concentration of half-maximal effect; % is set by controls: 0 for no effect and ±100 for the full control effect; nearly all actives have a fitted effect of over 60% in size
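Multi-concentration cytotoxicity screen in KB-3-1 cells grown in DMEM lacking phenol red with 10% FBS. After 72 h at 37 °C with compound, ATP-dependent luminescence was recorded.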
HT1080-NT tox – qHTS for induction of synthetic lethality in tumor cells producing 2HG: qHTS for the HT-1080-NT fibrosarcoma cell line. actives 1.6% (n = 360,000). Potency, µM (doses to about 46.1 µM), inactives show top-dose activity, negative = less viability, usual class: cytotoxic. HT-1080-NT fibrosarcoma viability, CellTiter-Glo ATP luminescence, 48 h;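 note: NT is the 2HG producing partner of a matched IDH1 knockdown line; potency is the fitted concentration of half-maximal effect; 0% = DMSO-treated cells and -100% = media-only wells without cells; nearly all actives have a fitted effect of over 55% in size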
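750 cells/well, RPMI + 5% FBS; 2 h settle, compound pin-transfer, 48 h at 37 degrees C. CellTiter-Glo 10 min RT, luminescence. Normalized to DMSO and media-only wells.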
GLP-1R agonist – qHTS of GLP-1 Receptor Agonists. Glucagon-like peptide 1 receptor (Homo sapiens), P43220. HEK293 GLP-1R CRE-luciferase, luminescence, 4-6 h; cells express a hypersensitive GLP-1R form. Potency, µM (top dose mostly 45.6 µM), without a hit: at the top dose activation, most hits filed as activators. actives 0.007% (n = 380,000). AID 624172, 2012; note: potency is the fitted concentration of half-maximal effect; % of control where 0% means no effect
Target sequence (P43220 whole entry, looked up): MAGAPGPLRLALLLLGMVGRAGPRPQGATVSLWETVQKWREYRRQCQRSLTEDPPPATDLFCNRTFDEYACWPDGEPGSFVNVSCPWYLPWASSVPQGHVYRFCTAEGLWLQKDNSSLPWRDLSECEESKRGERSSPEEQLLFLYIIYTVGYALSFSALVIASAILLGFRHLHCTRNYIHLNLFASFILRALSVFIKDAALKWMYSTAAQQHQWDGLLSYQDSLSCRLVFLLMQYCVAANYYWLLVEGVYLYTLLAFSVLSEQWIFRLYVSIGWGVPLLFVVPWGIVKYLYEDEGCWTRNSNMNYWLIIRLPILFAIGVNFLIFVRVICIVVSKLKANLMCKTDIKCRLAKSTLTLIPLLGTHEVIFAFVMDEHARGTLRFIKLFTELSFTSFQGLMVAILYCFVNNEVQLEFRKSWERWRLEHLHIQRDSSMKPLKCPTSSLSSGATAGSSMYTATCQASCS
HT1080 IDH1KD tx – qHTS for induction of synthetic lethality in tumor cells producing 2HG: qHTS for the HT-1080-IDH1KD cell line | HT-1080 IDH1 knockdown viability, ATP luminescence, 48 h | Potency, µM (titrated, usually from 46.1 µM), inactives show top-dose activity, negative = toxicity, most hits filed as cytotoxic | actives 2% (n = 360,000);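 note: potency is the fitted concentration of half-maximal effect; 0% = DMSO wells and -100% = cell-free medium wells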
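Cytotoxicity counter-line: IDH1KD HT-1080, 48 h, CellTiter-Glo. Curves classed by r2, magnitude and activity.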
KB-V1 cytotox – qHTS assay for MDR1-selective chemotherapeutics: Primary screen using the drug-selected MDR subline cells KB-V1; Potency, µM (top dose mostly 46.1 µM), for inactives: top-dose activity change, negative = cytotoxicity, actives largely listed as cytotoxic; KB-V1 MDR cells viability, CellTiter-Glo, 72 h; actives 3.4% (n = 400,000); AID 1347076, 2019; note: potency is the fitted concentration of half-maximal effect; % is set by controls: 0 for no effect and ±100 for the full control effect; nearly all actives have a fitted effect of over 60% in size
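Compound-treated KB-V1 multidrug-resistant cells, 72 h, 37 degrees C; viability by CellTiter-Glo. Fitted qHTS curves give the values.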
D3 ag – qHTS of D3 Dopamine Receptor Agonist: qHTS. D(3) dopamine receptor (Homo sapiens), P35462. max activation, %. D3R DiscoveRx beta-arrestin cells, luminescence, 90 min. actives 0.58% (n = 410,000); in the data active = max activation above about 30%; note: 0% is about no effect; mostly tested at two doses, the higher about 12 µM
Target sequence (P35462 whole entry, looked up): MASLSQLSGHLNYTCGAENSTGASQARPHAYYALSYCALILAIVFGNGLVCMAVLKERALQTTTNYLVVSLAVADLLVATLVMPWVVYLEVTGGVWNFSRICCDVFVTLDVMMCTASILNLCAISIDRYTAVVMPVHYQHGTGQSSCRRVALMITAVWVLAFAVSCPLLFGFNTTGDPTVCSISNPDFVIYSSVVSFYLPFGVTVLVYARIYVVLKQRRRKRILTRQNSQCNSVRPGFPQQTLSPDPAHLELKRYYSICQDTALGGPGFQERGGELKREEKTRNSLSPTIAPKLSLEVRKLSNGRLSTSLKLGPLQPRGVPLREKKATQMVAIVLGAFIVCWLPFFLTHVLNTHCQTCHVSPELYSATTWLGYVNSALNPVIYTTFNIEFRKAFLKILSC
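Agonist-mode cell screen: cells plated at 1500/well and incubated overnight at 37 °C, then exposed to library compounds for 90 min at 37 °C. Detection reagent was added for 30–60 min at room temperature, and luminescence was read.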
DRD3 antagonist – qHTS of D3 Dopamine Receptor Antagonist: qHTS; D3R cells, DiscoveRx beta-arrestin luminescence, antagonist mode; active compounds read low; AID 652054, 2013; max response, negative = inhibition, %; actives 2.5% (n = 360,000); in the data active = max response below about -50%; inconclusive = no clear call, values can overlap the other calls; note: % is set by controls: 0 for no effect and ±100 for the full control effect; mostly tested at two doses, the higher about 12 µM
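Cells expressing the human receptor were seeded at 1500 cells/well, incubated overnight at 37 degrees C in 5% CO2, then exposed to library compounds with dopamine controls for 90 minutes at 37 degrees C before luminescent detection.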
IL1B secr inh – qHTS for Inhibitors of Inflammasome Signaling: IL-1-beta AlphaLISA Primary Screen; actives 4.7% (n = 360,000); THP-1 LPS/ATP IL-1B secretion, AlphaLISA, 16 h; active compounds read low; activity change, % at 57.5 µM; in the data active = activity change below about -50%; inconclusive = mostly about -30% to -49%; note: % is set by controls: 0 for no effect and ±100 for the full control effect
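THP-1 cells pretreated 1 hr with compounds (up to 57.5 uM final), then stimulated with LPS (250 ng/mL final) plus ATP (1.25 mM final); secreted IL-1B measured by AlphaLISA after 16 hr, decreased signal indicating inhibition.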
SW480 rerep – A quantitative high throughput screen for small molecules that induce DNA re-replication in SW480 colon adenocarcinoma cells; SW480 DNA re-replication, Hoechst DNA content imaging, 48 h; Potency, µM (doses to about 46.1 µM), for inactives: top-dose re-replication activation, hits mostly activators; actives 1.8% (n = 340,000); note: potency is the fitted concentration of half-maximal effect; % of control where 0% means no effect; nearly all actives have a fitted effect of over 55% in size
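Readout is total intensity of Hoechst-stained nuclei, excited at 405 nm and collected at 500-530 nm. Compound treatment lasted 48 hr at 37 C in 5% CO2 before staining.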
Numbers without * were called inactive; u = inconclusive; x = not tested or not shown; [ ] = another dose, or the depositor's remark. Unless noted, calls come from the whole dose curve; as a rule, active = well fitted curve in the direction sought with a large enough effect; inconclusive = small, poorly fitted or top-dose-only effect, or another doubt; inactive = no such curve, though single readings can be large; an effect the other way counts as inactive or inconclusive.

SMILES,KB-3-1 tox,HT1080-NT tox,GLP-1R agonist,HT1080 IDH1KD tx,KB-V1 cytotox,D3 ag,DRD3 antagonist,IL1B secr inh,SW480 rerep
CC(C)NC(=O)COc1ccc(S(=O)(=O)N2CCOCC2)cc1,-1%,1%,-8%,0%,16%,5,-16,-3,2%
O=C(O)C1C2C=CC3(CN(C/C=C/c4ccccc4)C(=O)C13)O2 (centres undefined),-9%,4%,-10%,0%,0%,-5,-1,19,0%
CCOc1ccc(N(CC(=O)NCc2ccco2)C(=O)CCC(=O)Nc2nccs2)cc1,20%,3%,8%,19%,22%,-4,6,-12,-9%
Cc1ccc(C(=O)NCC(=O)NCC(=O)OCc2ccc(Oc3ccc([N+](=O)[O-])cc3)cc2)cc1,-3%,1%,8%,-9%,1%,3,38,-17,8%
Clc1ccc(-c2cc(-c3ccccc3)on2)cc1,0%,10%,0%,15%,-12%,0,-7,39,7%
COc1ccc(CNC(=O)C2CCN(C(=O)Cc3ccccc3)CC2)cc1,u,22%,6%,15%,u,17,-5,4,-4%
COC(=O)C1CC(O)C(O)C(O)C1 (centres undefined),0%,9%,-1%,8%,19%,-12,5,20,-39%[inhibitor]
CC(C)c1ccccc1NC(=S)NCCCn1ccnc1,7%,8%,0%,10%,14%,1,18,19,-52%[inhibitor]
N=C1C(c2nc(-c3ccc(Cl)cc3)cs2)=C(O)CN1NC(=O)c1ccc(O)cc1,9%,1%,-2%,-7%,3%,7,16,0,-2%
Cc1ccccc1S(=O)(=O)Cc1ccc(C(=O)N(C)C2CCCCC2)o1,8%,19%,-1%,4%,0%,23,12,-17,-17%

Looked up one by one from the list above:
SMILES,KB-3-1 tox,HT1080-NT tox,GLP-1R agonist,HT1080 IDH1KD tx,KB-V1 cytotox,D3 ag,DRD3 antagonist,IL1B secr inh,SW480 rerep
CC(C)NC(=O)COc1ccc(S(=O)(=O)N2CCOCC2)cc1,-1%,1%,-8%,0%,16%,5,-16,-3,2%
Cc1ccccc1S(=O)(=O)Cc1ccc(C(=O)N(C)C2CCCCC2)o1,8%,19%,-1%,4%,0%,23,12,-17,-17%

Next part.
SMILES,KB-3-1 tox,HT1080-NT tox,GLP-1R agonist,HT1080 IDH1KD tx,KB-V1 cytotox,D3 ag,DRD3 antagonist,IL1B secr inh,SW480 rerep
Cc1nc(/C(N)=N/OC(=O)c2ccc(Cl)cc2)c(C(F)(F)F)o1,1%,22%,0%,20%,-21%,-11,2,-15,-4%
CCC1CCC(C(=O)NC(C(=O)NCCCN2CCCCC2C)C(C)C)CC1 (centres undefined),16%,0%,8%,1%,7%,3,2,8,-7%
O=C(Nc1ccc(Cl)cc1N1CCOCC1)C1CCCCC1,u,-6%,-6%,-4%,u,-1,-20,-16,4%
CC(=O)c1ccc(OCC(O)CN2CCN(CCO)CC2)cc1 (centres undefined),-16%,1%,2%,6%,-3%,1,20,12,4%
CCN1C(=O)C2(Nc3ccccc3-c3nc4ccccc4n32)c2cc(OC)ccc21 (centres undefined),u,-8%,-1%,-5%,13µM*,-2,-8,u,1%
COc1ccccc1NCC(=O)NN=C1CCS(=O)(=O)c2ccc(F)cc21,x,-9%,-3%,-2%,x,-5,-20,-10,-8%
CC(=O)c1c(C)[nH]c(C(=O)CN2CCN(S(=O)(=O)c3ccccc3[N+](=O)[O-])CC2)c1C,-22%,-1%,-3%,-1%,-6%,-4,7,-7,-13%
CCOc1cc(-c2sc(Nc3ccc(CC)cc3)n[n+]2-c2ccccc2)ccc1OC,u,-10%,-1%,-1%,3%,-6,4,2,-3%
C=CCN=C(NC#N)SCc1ccccc1,1%,-3%,-11%,-1%,19%,-4,-11,-14,2%
Cc1cc(C)cc(NC(=O)COC(=O)CCCNC(=O)c2ccc(Cl)cc2)c1,0%,19%,0%,11%,3%,2,1,-1,-5%

Additional records.
SMILES,KB-3-1 tox,HT1080-NT tox,GLP-1R agonist,HT1080 IDH1KD tx,KB-V1 cytotox,D3 ag,DRD3 antagonist,IL1B secr inh,SW480 rerep
O=C(NC1=NCCS1)c1sc2cc(F)ccc2c1Cl,1%,7%,0%,1%,-15%,-4,0,6,-6%
Cn1c(-c2ccc[nH]c2=O)nc2cc(Cl)ccc21,7%,-2%,-1%,-1%,-4%,-7,-12,21,-2%
CC(CNC(=O)c1ccccc1[N+](=O)[O-])NC(=O)c1ccccc1[N+](=O)[O-] (centres undefined),8%,16%,7%,13%,2%,5,5,17,-133%[inhibitor]
CCc1cc(=O)oc2c(C)c(OCC(=O)NC3CC(C)(C)NC(C)(C)C3)ccc12,0%,-15%,-4%,-19%,22%,-15,u,0,7%
COc1ccccc1N1CCNC(C)C1=O (centres undefined),3%,-1%,5%,-3%,18%,4,u,-3,-3%
Cc1ccc(S(=O)(=O)Nc2cnn(-c3ccccc3)c(=O)c2Cl)cc1,17%,11%,0%,6%,18%,8,4,21,2%
CC(C)(CCc1ccccn1)C(=O)C(CCc1ccccn1)CCc1ccccn1,-1%,6%,16%,4%,-26%,6,23,-55*,-4%
COc1ccc(-n2nc3c(c2NC(=O)c2ccc(N4C(=O)CCC4=O)cc2)CSC3)cc1,8%,8%,12%,10%,u,-3,6,13,4%
C=CCn1c(NCCc2ccccc2)nc2c1c(=O)n(C)c(=O)n2C,u,-15%,7%,u,9.2µM*,10,10,-21,0%
CC1CC(C(O)c2ccccn2)C(=O)C(C(O)c2ccccn2)C1 (centres undefined),13%,0%,2%,0%,-16%,-7,9,-7,16%

(next part)
SMILES,KB-3-1 tox,HT1080-NT tox,GLP-1R agonist,HT1080 IDH1KD tx,KB-V1 cytotox,D3 ag,DRD3 antagonist,IL1B secr inh,SW480 rerep
Cc1ccccc1-c1nnc(SCC(=O)NC2CCCC2)o1,-1%,8%,14%,3%,-6%,6,-8,-3,x
COc1ccc(CNCc2cc3c(C(C)(C)C)nn(-c4ccccc4)c3[nH]c2=O)cc1,19%,u,5%,u,u,-3,9,10,-3%
O=c1cc(N2CCCCCC2)[nH]c(=O)n1-c1ccc(Cl)cc1,3%,0%,10%,8%,16%,3,7,0,-3%
CC(C)C(OC(=O)CN1C(=O)COc2ccccc21)C(=O)NC1CCCCC1 (centres undefined),3%,23%,1%,7%,u,2,8,36,-1%
COc1ccc(S(=O)(=O)Nc2c(C)cccc2C)cc1-n1cnnn1,-5%,19%,11%,12%,u,8,1,-8,1%
Cn1c(SCc2nc(-c3ccc(Cl)cc3)no2)nnc1-c1ccco1,0%,1%,-1%,1%,-2%,5,15,14,-11%
O=C(COc1ccc(-c2nnco2)cc1)Nc1c(Cl)cccc1C(F)(F)F,13%,2%,-6%,0%,-7%,-1,-11,-4,-6%
O=C(N/C(=C\c1ccc([N+](=O)[O-])cc1)C(=O)N1CCCCC1)c1ccccc1Br,-5%,8%,-6%,10%,3%,-1,3,3,-691%[inhibitor]
CC(C)(C)NC(=O)C1c2ccccc2OCC(=O)N1Cc1ccccn1 (centres undefined),17%,15%,2%,4%,0%,0,-3,27,x
CC(=O)c1ccc(OCC(=O)NC2CCCCCC2)cc1,-2%,0%,28%,-2%,u,-9,u,14,-3%

Carrying on:
SMILES,KB-3-1 tox,HT1080-NT tox,GLP-1R agonist,HT1080 IDH1KD tx,KB-V1 cytotox,D3 ag,DRD3 antagonist,IL1B secr inh,SW480 rerep
CCN1CCc2c(C#N)c(N3CCCCC3)nc(N3CCOCC3)c2C1,27%,-15%,11%,-8%,-4%,0,-53*,-3,-4%
CCC(CC)CN1CCC(CN2CCNC(=O)C2=O)CC1,-10%,-13%,-1%,-6%,-8%,-20,u,-6,-1%
CC1(C)CC(NC(=O)C(Cl)(Cl)Cl)CC(C)(C)N1,3%,1%,0%,13%,1%,1,5,-21,0%
Cc1ccc(NC(=O)CSc2nnc(COc3ccccc3C)o2)cc1,7%,-8%,13%,10%,3%,-2,-1,2,2%
C[C@H](NC(=O)C1CC(=O)N(c2ccc3c(c2)OCCO3)C1)C(=O)N1CCCCC1 (some centres undefined),-1%,8%,-4%,-16%,14%,-4,10,2,0%
Cc1ccccc1Cn1c(=O)n(Cc2ccco2)c(=O)c2ccccc21,-12%,-13%,-3%,0%[9.24 µM],u,-11,-28,0,u
CCOC(=O)c1cc2sc(C)cc2n1CC(=O)N1CCOCC1,14%,-4%,-2%,11%,-7%,8,-12,6,-6%
COc1ccc(CN(Cc2cccnc2)C(=S)NCCc2ccccc2)cc1OC,0%,-8%,-2%,1%,9%,-5,-9,-12,-5%
O=C(c1cc(C(=O)c2ccco2)cc(C(=O)c2ccco2)c1)c1ccco1,-7%,-10%,11%,-24%,-1%,5,9,0,-1%
Cc1c(NS(=O)(=O)c2ccc3nc(COc4ccccc4Cl)[nH]c3c2)c(=O)n(-c2ccccc2)n1C,18%,-1%,6%,0%,u,4,0,24,-5%

Next entries follow:
SMILES,KB-3-1 tox,HT1080-NT tox,GLP-1R agonist,HT1080 IDH1KD tx,KB-V1 cytotox,D3 ag,DRD3 antagonist,IL1B secr inh,SW480 rerep
COc1ccc(C(=O)C2CCCN(S(=O)(=O)c3cccc(C)c3)C2)c(C)c1 (centres undefined),-22%,-22%,8%,-16%,-14%,-5,2,-9,18%
O=C(Nc1ccc(Cl)cc1)/C(=C1\CCCN1)[N+](=O)[O-],0%,25%,7%,2%,8%,-1,-15,-13,-3%
CC(=O)N1Cc2ccccc2C(C)CC12CCCC2 (centres undefined),-15%,-15%,6%,-8%,-16%,-7,14,-10,-1%
O=C(NCc1ccco1)c1ccc2c(c1)N(Cc1ccccc1F)C(=O)c1ccccc1S2=O (centres undefined),15%,x,-1%,x,-5%,3,x,x,x
O=C(NCCc1ccc(Cl)cc1)c1cnc2n(c1=O)CCS2,13%,0%,-1%,2%,-18%,2,40,-1,-6%

No enrichment for hits; overall some 12% were active at least once.
